sPLA2-III inh: human group III sPLA2 inhibitors, primary screen, biochemical, QFRET, BODIPY PC-A2 liposome substrate; QFRET BODIPY PC-A2 liposome hydrolysis, fluorescence; inhibition, % at 12.2 µM; Group 3 secretory phospholipase A2 (Homo sapiens), Q9NZ20; 370,000 tested, 0.56% active;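 active = inhibition above mean plus 3 SD of compounds lying within the high and low control bounds, cut at about 19% in these data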;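 note: 0% = median of test compound wells and 100% = no enzyme DMSO wells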
Target sequence (Q9NZ20 whole entry, looked up): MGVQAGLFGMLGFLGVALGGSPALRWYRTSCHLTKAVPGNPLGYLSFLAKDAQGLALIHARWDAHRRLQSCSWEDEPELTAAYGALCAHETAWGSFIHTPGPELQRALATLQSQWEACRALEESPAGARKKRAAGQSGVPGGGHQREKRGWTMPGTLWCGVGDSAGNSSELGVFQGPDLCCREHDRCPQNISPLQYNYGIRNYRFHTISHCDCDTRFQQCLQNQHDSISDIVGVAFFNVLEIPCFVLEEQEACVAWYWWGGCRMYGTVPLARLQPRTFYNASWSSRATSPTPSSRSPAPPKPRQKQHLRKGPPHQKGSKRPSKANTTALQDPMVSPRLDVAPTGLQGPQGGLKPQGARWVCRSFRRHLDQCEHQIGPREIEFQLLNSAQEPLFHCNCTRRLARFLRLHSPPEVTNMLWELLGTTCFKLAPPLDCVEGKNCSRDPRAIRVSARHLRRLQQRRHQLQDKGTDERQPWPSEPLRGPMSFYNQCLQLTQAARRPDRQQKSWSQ
DAX1 inh-1: DAX1 (NR0B1) inhibitors on StAR promoter, primary screen, cell-based, luminescence, SF-1 (NR5A1), full-length DAX-1; HEK293T StAR-luciferase reporter, SF-1/DAX-1 repression relief; inhibition, % at 6.8 µM; 370,000 tested, 1.1% active; AID 652010, 2013;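 active = inhibition above the mean over all tested compounds plus 3 SD, cut at about 3.6% in these data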;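 note: 0% = DAX-1 cells with DMSO and 100% = cells lacking DAX-1 with DMSO; higher inhibition means more luminescence from relief of DAX-1 repression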
ADAM10 inh: human ADAM10 inhibitors, primary screen, biochemical, QFRET, HTS; recombinant ADAM10, EDANS/DABCYL FRET peptide cleavage, 3 h; inhibition, % at 7 µM; 370,000 tested, 0.62% active; AID 720582, 2013;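 active = inhibition above a per-campaign cutoff equal to the mean of compounds falling between control-based bounds plus 3 SD, cut at about 20% in these data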;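 note: 0% = DMSO wells while the 100% control is not disclosed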
Target sequence (O14672 214-748 limits assumed): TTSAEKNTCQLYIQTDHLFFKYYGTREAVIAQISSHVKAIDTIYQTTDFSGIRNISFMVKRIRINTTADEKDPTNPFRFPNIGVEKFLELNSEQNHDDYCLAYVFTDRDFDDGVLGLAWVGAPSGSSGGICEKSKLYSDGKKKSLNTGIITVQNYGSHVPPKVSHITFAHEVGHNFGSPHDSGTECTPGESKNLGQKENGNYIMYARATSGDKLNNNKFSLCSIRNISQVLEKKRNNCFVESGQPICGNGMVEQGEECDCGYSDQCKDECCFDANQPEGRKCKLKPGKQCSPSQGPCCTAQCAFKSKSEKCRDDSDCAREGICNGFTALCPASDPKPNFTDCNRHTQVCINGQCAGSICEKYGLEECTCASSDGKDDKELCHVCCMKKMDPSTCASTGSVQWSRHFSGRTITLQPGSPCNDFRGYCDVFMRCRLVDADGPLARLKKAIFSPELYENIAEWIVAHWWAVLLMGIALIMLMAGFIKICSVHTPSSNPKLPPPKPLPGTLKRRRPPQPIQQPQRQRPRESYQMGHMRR
GAA850 FXN act: FXN promoter activators, primary screen, cell-based, luciferase luminescence, HEK293 lucGAA850; HEK293 lucGAA850 FXN promoter luciferase reporter, 24 h; percent of 10 µM SAHA response; activation, % at 6 µM; 360,000 tested, 0.56% active; AID 540364, 2011;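 active = activation above the average of all compounds screened plus 3 SD, cutoff fixed separately per campaign, cut at about 7.5% in these data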;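 note: 0% = DMSO wells and 100% = 10 µM SAHA wells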
SMARCA2 activ: SMARCA2 (BRM) function activators, primary screen, cell-based, luminescence, high throughput | 370,000 tested, 1% active | activation, % at 9.1 µM | AID 652017, 2013 | MG213 cells, MMTV-luciferase reporter, dexamethasone, overnight; in the data active = activation above about 7.8%;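 note: 0% = vehicle wells and 100% = reference activator wells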
hgDAF12 agonist: H. glycines DAF-12 receptor agonists, primary screen, cell-based, luminescence, HEK293, GAL4 fusion, UAS-luciferase | Nuclear hormone receptor DAF-12 (Heterodera glycines), GAL4 fusion | HEK293 GAL4-hgDAF12 UAS-luciferase reporter, agonist luminescence; normalized to butyrate control | activation, % at 6.8 µM | 370,000 tested, 1.8% active | AID 687014, 2013;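 active = activation above a cutoff set at the mean of all screened compounds plus 3 SD, cut at about 10% in these data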;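 note: 0% = DMSO wells and 100% = sodium butyrate wells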
NPR2 activator: human GC-B receptor activators, primary screen, HEK293 GC-B cells, cGMP TR-FRET, EC30 CNP. Atrial natriuretic peptide receptor 2 (Homo sapiens), P20594. 0% at EC30 CNP, 100% saturating CNP. activation, % at 10 µM. 370,000 tested, 0.11% active. AID 1920062, 2024;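 active = activation at 10 µM reaching about 35% in either raw or pattern-adjusted values, limit read from the data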
ssDAF12 agonist: S. stercoralis DAF-12 nuclear receptor activators, primary screen, cell-based, luminescence, HEK293, GRIP1 co-expression, lit1-tk-luc; activation, % at 6.8 µM; 370,000 tested, 1% active; AID 652126, 2013; HEK293 ssDAF-12/GRIP1 lit1-tk-luc reporter; % of 3 µM dafachronic acid response;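 active = activation above the mean over all tested compounds plus 3 SD, cut at about 0.9% in these data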;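 note: 0% = DMSO-only wells and 100% = 3 µM delta7-dafachronic acid wells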
GC-A act: GC-A stimulated cGMP production enhancers – HEK293 GC-A cells, cGMP TR-FRET, EC30 ANP, primary screen; 370,000 tested, 0.14% active; activation, % at 10 µM; 0% at EC30 ANP, 100% saturating ANP; Atrial natriuretic peptide receptor 1 (Homo sapiens), P16066; in the data active = activation above about 40%
hcDAF12 agonist: H. contortus DAF-12 nuclear receptor activators, primary screen, cell-based, luminescence, HEK293, lit1-tk-luc reporter; HEK293 hcDAF-12 lit1-tk-luc reporter; 0% DMSO, 100% Δ7-dafachronic acid; activation, % at 6.8 µM; 370,000 tested, 1.4% active; AID 652067, 2013;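 active = activation above the mean of all tested compounds plus 3 SD, cut at about 5.5% in these data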;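 note: 100% = response to 3 µM Δ7-dafachronic acid high control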
DAX1 inh-2: DAX1 (NR0B1) inhibitors, primary screen, cell-based, HEK293, Gal4-DAX1, luciferase luminescence; inhibition, % at 6.75 µM; Nuclear receptor subfamily 0 group B member 1 (Homo sapiens), P51843; 340,000 tested, 0.99% active; HEK293 Gal4-DAX1 luciferase reporter; AID 504766, 2011;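 active = inhibition above the mean over all tested compounds plus 3 SD, cut at about 4.2% in these data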;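 note: 0% = DAX1-transfected cells with DMSO and 100% = empty-vector control cells with DMSO; inhibition shows as a rise in luminescence from relieved DAX1 repression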
* hit, by the source's call; · = no result given. No enrichment for hits; any-hit rate near 6.6%.

structure | sPLA2-III inh | DAX1 inh-1 | ADAM10 inh | GAA850 FXN act | SMARCA2 activ | hgDAF12 agonist | NPR2 activator | ssDAF12 agonist | GC-A act | hcDAF12 agonist | DAX1 inh-2
COc1cc(CN2CCC(C(=O)N3CCN(c4ccccc4F)CC3)CC2)cc(OC)c1OC | -8 | -0.3 | 9 | -3.3 | -1 | -2.6 | 1 | -0.7 | 3 | -0.8 | 1.2
O=C(NC1CC2CCCC(C1)N2C(=O)Nc1ccccc1)c1ccncc1 (stereo not given) | 0 | 0.6 | -1 | -0.6 | -5 | -1.6 | 1 | -0.9 | -1 | -0.2 | -0.4
CCOc1ccc(C(=O)NCCCn2ccnc2)cc1 | -3 | 0.2 | 6 | 1.1 | -7 | 3.3 | 2 | -0.8 | 4 | 0.0 | -0.7
Cc1nc2ccc(NC(=O)c3ccc(S(=O)(=O)N(C)C)cc3)cc2s1 | -3 | -0.6 | -1 | 1.6 | 1 | -2.0 | 6 | -1.8 | 3 | 0.5 | -1.7
CCc1ccccc1NC(=O)c1cc([N+](=O)[O-])ccc1N1CCOCC1 | 8 | 0.0 | -10 | 0.1 | 0 | 0.3 | 1 | -1.1 | 1 | 0.9 | 0.8
CC(=O)OC(C(=O)NCCc1ccccc1)c1cccnc1 (stereo not given) | 8 | 0.4 | -5 | 0.8 | -3 | -1.0 | 3 | -0.8 | 3 | -1.0 | -0.5
Cc1ccc(C(=O)N/N=C/c2ccc(OC(=O)c3ccccc3Cl)cc2)cn1 | -5 | 0.1 | 0 | 2.5 | 0 | -0.4 | 2 | -0.2 | 4 | 0.0 | -0.7
O=C(Cn1nc(-c2ccccc2Cl)ccc1=O)Nc1ccccc1-c1ccccc1 | -8 | -0.7 | 4 | 1.8 | -2 | -3.6 | -11 | -1.9 | -11 | -1.8 | -0.8
NC(=O)C1CCN(C(=O)c2ccc(-c3ccccc3Cl)o2)CC1 | 0 | 1.1 | -5 | 2.5 | 3 | 3.2 | -4 | -0.4 | 4 | 1.4 | 1.4
CCc1csc(CCNC(=O)C2CCC(=O)N(Cc3cccc(C(F)(F)F)c3)C2)n1 (stereo not given) | 5 | -0.4 | -1 | 0.1 | 0 | 0.7 | -4 | -1.3 | 3 | -0.3 | 0.5
CC(=O)Oc1cccc(N2C(=O)CC(Nc3ccc(N4CCOCC4)cc3)C2=O)c1 (stereo not given) | -4 | -0.2 | 6 | 0.9 | 0 | -0.3 | -3 | -1.1 | -2 | -1.0 | 1.8
COC(=O)C1=C(C)OC(N)=C(C#N)C1c1ccc(OC)c(CSc2ccccn2)c1 (stereo not given) | -15 | -0.6 | -5 | 0.6 | 0 | -0.8 | -3 | -0.9 | -16 | -1.0 | 0.4
O=C(NCCOc1cccnc1)C1CCC(=O)N(Cc2ccccc2F)C1 (stereo not given) | -1 | -0.9 | -7 | -0.7 | 1 | 1.4 | 3 | -1.1 | 2 | -0.8 | 0.7
Nc1cc(=O)[nH]n1C1CCN(c2ccccc2)CC1 | 0 | -0.5 | -4 | 1.7 | -3 | 1.4 | 3 | -1.1 | 8 | -0.4 | 0.6
COc1ccc(/C=N/Nc2nc(-c3ccc(C)cc3)c(C#N)c(=O)[nH]2)cc1 | 2 | -0.5 | -1 | -0.3 | 1 | -0.3 | -4 | -1.8 | 4 | 2.1 | 0.4
CC1CCN(C(=O)CCNS(=O)(=O)c2ccc3c(c2)oc(=O)n3C)CC1 | 0 | 1.1 | -1 | 1.0 | -2 | -0.1 | -2 | -1.2 | -1 | 0.5 | 0.1
CCOc1cc(S(=O)(=O)Nc2ccc(Cl)cn2)ccc1F | -4 | -0.3 | 3 | 1.2 | 4 | 0.8 | -5 | -1.0 | 1 | 1.2 | -0.2
CCN(c1ccccc1)S(=O)(=O)c1ccc(C(=O)N2CCOCC2)cc1 | -5 | 0.3 | -2 | 1.6 | 1 | -0.4 | 7 | -0.9 | -1 | -0.2 | -0.4
COC(=O)[C@H]1C[C@@]2(C)c3ccccc3N(C(=O)OC(C)(C)C)[C@H]2N1C(=O)OC(C)(C)C | 8 | -0.8 | 6 | · | 2 | 0.4 | -18 | -0.3 | -13 | -0.9 | ·
COc1ccccc1NC(=O)c1ccc2nc(N3C(=O)CCC3=O)sc2c1 | -6 | 0.2 | 0 | -0.7 | 1 | -1.0 | -8 | -1.2 | -2 | -0.3 | 2.7
COc1ccc(CCN(C)C(=O)c2cc(S(=O)(=O)NCc3ccccc3)ccc2C)cc1OC | -2 | -5.3 | -4 | -2.6 | -4 | -1.7 | 0 | -0.6 | 1 | -2.6 | -1.7
Cc1ccc(/C=C/C(=O)NC(C)c2ccccc2)cc1 (stereo not given) | 5 | -0.1 | 4 | 1.9 | 0 | 1.6 | 0 | -0.3 | 3 | 4.1 | 0.3
CNC(=O)C(=O)N/N=C/c1ccccn1 | 6 | 0.1 | -5 | 1.6 | 3 | 2.4 | -2 | -1.2 | 0 | 0.3 | 0.4
COc1cc2nc(C3CC3)n(NC(=O)c3ccc(F)cc3)c(=O)c2cc1OC | 6 | 0.8 | 3 | 0.6 | 0 | -1.2 | 5 | -1.2 | 0 | 0.2 | 1.8
CCCCCCN1C[C@@H](O)[C@H](n2cc(COC(=O)c3ccccc3)nn2)C[C@@H]1c1ccccc1 | -5 | 4.6* | -5 | 0.2 | 5 | -2.3 | -6 | -0.6 | 0 | -1.6 | 1.4
C/C(=N/N=C(/N)SCc1ccccc1)C(C)(C)C | -5 | 1.5 | -10 | 0.9 | -1 | 0.7 | 5 | -0.1 | 4 | 2.8 | 0.7
O=S(=O)(c1ccc(NCCOCCO)nc1)N1CCCCC1 | 4 | 0.5 | -12 | 1.0 | -1 | -0.2 | 6 | -0.8 | 5 | -1.9 | 1.4
CCOc1ccccc1C(C(=O)NCCOC)N(CCOC)C(=O)Cn1nnc2ccccc21 (stereo not given) | 5 | 0.0 | 3 | -1.4 | -2 | -0.1 | -2 | -1.3 | -1 | -0.2 | -0.6
COc1ccc(Cl)cc1C(=O)NCCN1CCOCC1 | 4 | -0.7 | 10 | 1.8 | -2 | -0.4 | -1 | -0.2 | 1 | -2.1 | 1.1
COC(=O)Cn1cnc2c(Cl)nc(F)nc21 | 9 | 1.6 | -14 | -1.2 | 0 | -2.1 | 3 | -0.8 | 4 | -0.8 | -1.4
COc1ccc(C(=O)OCC(=O)N2CCCCC2)cc1[N+](=O)[O-] | 2 | 0.2 | 5 | 0.5 | -2 | 2.4 | 3 | -0.1 | -2 | 0.7 | 0.4
COC(=O)C(C)N1C(=O)S/C(=C/c2cc(C)n(C(C)C)c2C)C1=O (stereo not given) | 14 | 1.9 | 6 | 3.0 | -4 | 12* | 5 | -0.7 | 2 | 1.8 | -0.3
Cc1ccc(C(=O)CN(C(=O)c2ccc(Cl)cc2)N2C(=O)CCC2=O)cc1 | 0 | -0.3 | -1 | 0.6 | 0 | -2.3 | 2 | -0.7 | 2 | 0.1 | 1.0
O=C1CC(c2nc3ccccc3[nH]2)CN1c1ccccc1 (stereo not given) | 6 | 0.0 | 4 | -0.3 | 0 | -0.7 | 5 | -1.1 | -1 | -1.3 | 0.3
COC(=O)c1[nH]c(C)c(/C(O)=C2\C(=O)C(=O)N(CCN(C)C)C2c2ccccc2OC)c1C (stereo not given) | 6 | -0.3 | 2 | -3.1 | 1 | -0.6 | -2 | -1.1 | -1 | -1.3 | -0.4
O=C(c1cc2cc(Br)ccc2o1)N1CCOCC1 | 0 | 0.6 | -7 | 4.0 | 3 | 6.1 | 3 | -1.1 | 0 | 1.7 | 0.3
CCCCn1cc(C(C)(C)C)c(C#N)c1NC(C)=O | 8 | 0.5 | -32 | -0.1 | -2 | 2.1 | 6 | -1.4 | 5 | -1.4 | -1.1
CC1CCc2c(sc(NC(=O)CSc3nnc(-c4ccccc4)o3)c2C#N)C1 (stereo not given) | -16 | 0.4 | -12 | 6.9 | 9.9* | 3.8 | -3 | -0.8 | -6 | -0.9 | -0.2
Cc1cc(NC(=O)CCC(=O)N(Cc2ccco2)C2(C(=O)NC3CCCC3)CCCCC2)no1 | 0 | 0.0 | 2 | -0.8 | -1 | 2.9 | -6 | -1.3 | -9 | 0.0 | 2.3
COc1cc(NC(=O)C2=CC(c3cccs3)=NS(=O)(=O)N2C)cc(OC)c1OC | -13 | -1.4 | -5 | 0.2 | -2 | -1.0 | -2 | -0.8 | -1 | -3.5 | -1.4
Nc1nn(-c2cccc(F)n2)cc1-c1ccc(Cl)cc1 | -1 | 5.9* | 3 | 4.3 | 4 | 18* | 3 | 1.4* | 1 | 11* | -0.5
O=C(COC(=O)c1cccc(-n2cnnn2)c1)Nc1c(Cl)cccc1C(F)(F)F | -3 | 3.9* | 7 | 2.2 | -3 | -1.9 | 11 | -0.9 | -4 | -0.8 | 0.3
Cc1cc(OCC(=O)OCC(=O)c2c(N)n(C)c(=O)n(C)c2=O)ccc1Cl | 9 | 0.0 | -5 | -0.2 | -1 | 3.0 | 0 | -1.0 | 11 | 0.4 | -0.8
C[C@@H]1CN([C@@H](C)CO)C(=O)CCCn2nncc2CO[C@H]1CN(C)Cc1ccncc1 | 2 | -1.3 | 1 | -1.2 | -5 | -1.5 | -1 | -1.0 | -2 | -1.8 | 0.3
Cc1ccc(CNc2nc3cc(-c4ccccc4C)sc3c(=O)n2C)c(C)c1 | -5 | -1.6 | -4 | 3.5 | -5 | 3.0 | 0 | -0.5 | -3 | -0.3 | ·
COc1ccc(Cl)cc1NC(=O)CN(C)CC(=O)N(CC(C)C)c1c(N)n(CC(C)C)c(=O)[nH]c1=O | 7 | 0.2 | -13 | -1.2 | -1 | -1.6 | 7 | -1.0 | 4 | 0.3 | -0.3
